rCAG RNA binder: binders of r(CAG) RNA repeats, primary screen, biochemical, fluorescence. inhibition, % at 3 µM. AID 651821, 2012. r(CAG) RNA repeat, TO-PRO-1 dye displacement fluorescence. hit rate 1.3% among 370,000;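 active = inhibition above the plate cutoff, the mean of all test compounds on that plate plus 3 SD, cut at about 35% in these data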;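 note: 0% = DMSO alone and 100% = 100 µM mitoxantrone as full dye displacement; higher means more dye released from RNA so lower well fluorescence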
MBD2 DNA inh: inhibitors of MBD2 binding to methylated DNA, primary screen, biochemical, TR-FRET, DNA-binding domain, human | inhibition, % at 4.4 µM | hit rate 0.31% among 370,000 | AID 686964, 2013 | MBD2 binding to methylated oligonucleotide; in the data active = inhibition above about 13%
SIAE primary: human SIAE inhibitors, primary screen, biochemical, fluorescence polarization, FP-Rh probe, 1536-well HTS; AID 1053197, 2014; inhibition, % at 9.66 µM; hit rate 0.69% among 370,000; Sialate O-acetylesterase (Homo sapiens), Q9HAT2; SIAE FP-Rh probe binding;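 active = inhibition above a cutoff: mean of compounds within the control limits plus 3 SD of those, cut at about 17% in these data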;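 note: 0% = plate median of compound wells and 100% = probe without SIAE protein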
Target sequence (Q9HAT2 whole entry, looked up): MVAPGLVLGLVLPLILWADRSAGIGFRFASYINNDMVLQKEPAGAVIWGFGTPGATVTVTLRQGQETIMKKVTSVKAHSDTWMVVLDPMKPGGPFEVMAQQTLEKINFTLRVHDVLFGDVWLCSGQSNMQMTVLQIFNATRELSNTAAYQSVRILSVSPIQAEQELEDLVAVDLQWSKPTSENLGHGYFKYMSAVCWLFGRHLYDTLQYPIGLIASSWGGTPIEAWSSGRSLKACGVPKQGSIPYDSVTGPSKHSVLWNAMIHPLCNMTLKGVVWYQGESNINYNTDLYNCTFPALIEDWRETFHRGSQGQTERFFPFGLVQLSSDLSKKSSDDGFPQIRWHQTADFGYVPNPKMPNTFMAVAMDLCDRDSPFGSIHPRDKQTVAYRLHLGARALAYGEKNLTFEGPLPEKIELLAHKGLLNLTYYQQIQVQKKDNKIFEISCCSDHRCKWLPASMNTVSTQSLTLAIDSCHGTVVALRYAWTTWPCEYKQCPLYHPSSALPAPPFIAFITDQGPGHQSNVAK
mABHD4 FP: ABHD4 inhibitors, primary screen, biochemical, fluorescence polarization, mouse; (Lyso)-N-acylphosphatidylethanolamine lipase (Mus musculus), Q8VD66; purified mABHD4, FP-Rh probe fluorescence polarization; inhibition, % at 8.92 µM; hit rate 0.54% among 370,000;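 active = inhibition exceeding the mean over every tested compound plus 3 SD, cut at about 30% in these data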;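 note: 0% = plate median of compound wells and 100% = S159A mutant with DMSO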
Target sequence (Q8VD66 whole entry, looked up): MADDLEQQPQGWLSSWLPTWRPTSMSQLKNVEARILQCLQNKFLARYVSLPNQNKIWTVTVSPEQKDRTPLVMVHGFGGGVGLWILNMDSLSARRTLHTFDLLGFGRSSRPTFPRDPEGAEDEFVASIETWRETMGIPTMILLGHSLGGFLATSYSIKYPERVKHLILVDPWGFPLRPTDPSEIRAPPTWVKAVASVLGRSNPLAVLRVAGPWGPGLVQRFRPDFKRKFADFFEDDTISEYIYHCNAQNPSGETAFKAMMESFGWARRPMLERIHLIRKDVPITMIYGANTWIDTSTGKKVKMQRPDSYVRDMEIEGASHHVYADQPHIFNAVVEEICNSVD
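Test system: mouse ABHD4 enzyme, wild type. Reagent: FP-Rh fluorescent activity-based probe, added after compound pre-incubation. Timing: pre-incubation 45 min, probe exposure 60 min, at 25 °C. Technique: FP readout, ex 525 nm / em 598 nm. Benchmarks: high control S159A mutant with DMSO, low control median of compound wells.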
NPR2 activator: human GC-B receptor activators, primary screen, HEK293 GC-B cells, cGMP TR-FRET, EC30 CNP | Atrial natriuretic peptide receptor 2 (Homo sapiens), P20594 | 0% at EC30 CNP, 100% saturating CNP | activation, % at 10 µM | hit rate 0.11% among 370,000 | AID 1920062, 2024;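 active = activation at 10 µM reaching about 35% in either raw or pattern-adjusted values, limit read from the data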
UHRF1 binding: UHRF1 methylated DNA binding inhibitors, primary screen, counter-screen for MBD2 inhibitor project, biochemical, TR-FRET, human UHRF1, single concentration; E3 ubiquitin-protein ligase UHRF1 (Homo sapiens), Q96T88; UHRF1 binding to methylated oligo; inhibition, % at 4.4 µM; hit rate 0.75% among 370,000; AID 687016, 2013; in the data active = inhibition above about 21%;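 note: UHRF1 SRA domain binding a hemimethylated CpG hairpin DNA probe; 0% = median of test compound wells and 100% = reference inhibitor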
GC-A act: GC-A stimulated cGMP production enhancers – HEK293 GC-A cells, cGMP TR-FRET, EC30 ANP, primary screen; Atrial natriuretic peptide receptor 1 (Homo sapiens), P16066; 0% at EC30 ANP, 100% saturating ANP; activation, % at 10 µM; hit rate 0.14% among 370,000; AID 1671463, 2021; in the data active = activation above about 40%
PRMT1 inh: PRMT1 methyltransferase inhibitors, primary screen, biochemical, fluorescence polarization; hit rate 1.3% among 370,000; recombinant PRMT1, activity-based probe fluorescence polarization; inhibition, % at 2.79 µM;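 active = inhibition above about 21% made by adding two undisclosed values, limit read from the data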
HTRA1 inh: HTRA1 serine protease inhibitors, primary screen, biochemical, fluorescence polarization, HTS | hit rate 0.5% among 340,000 | Q92743 | AID 504803, 2011 | recombinant HTRA1, FP-rhodamine activity-based probe | inhibition, % at 5.96 µM; in the data active = inhibition above about 36%;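 note: 0% = enzyme with DMSO and 100% = wells lacking enzyme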
TCR CD3 inh: inhibitors of human TCR-CD3 interaction, primary screen, biochemical, fluorescence, TAMRA-labeled TCR probe | T-cell receptor (TCR) | inhibition, % at 9.4 µM | hit rate 0.37% among 360,000; in the data active = inhibition above about 19%;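 note: recombinant mutant TCR 2C K166C tagged with TAMRA read by polarization; 0% = receptor in buffer alone and 100% = receptor with positive control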
* marks the source's active call; other numbers are inactive results; nt = not tested or not shown.

Molecule	rCAG RNA binder	MBD2 DNA inh	SIAE primary	mABHD4 FP	NPR2 activator	UHRF1 binding	GC-A act	PRMT1 inh	HTRA1 inh	TCR CD3 inh
COC(=O)C1CCN(CC(=O)NC(=O)NC2CCCCC2)CC1	-8	1	0	4	2	1	5	5	4	-6
COc1cc(-c2noc(C)c2C#CC2(O)CCCCC2)cc(OC)c1OC	-6	2	-4	-7	-13	3	-3	2	-17	3
CCC(c1ccc(OC)cc1)c1cn(C)c2ccccc12 (stereo not given)	-1	-1	0	-1	-1	2	-7	3	nt	nt
Cc1ccc(C(=O)O)cc1NC(=O)c1ccc(Cn2nc(C)c(Cl)c2C)o1	12	-4	9	-1	-3	-4	0	-3	12	9
COCCN(Cc1nc2ccccc2c(=O)[nH]1)C(=O)c1cccc(S(=O)(=O)N2CCCC2)c1	7	-5	11	3	3	-4	-1	1	-8	1
O=C1NCCN(Cc2ccc(Cl)c(F)c2)C1CC(=O)N1CCCCO1 (stereo not given)	-1	1	0	3	-1	-2	-1	3	1	8
CCCCSc1nc(C(=O)O)cc(=O)[nH]1	-1	4	1	5	4	0	0	7	6	-5
O=C(CSc1nccn1Cc1ccco1)Nc1ccc(F)cc1	-3	3	0	2	0	0	-2	3	-1	-1
CC(=O)c1ccc2c3c(ccc(O)c13)CC2	4	-2	1	7	-2	-5	0	1	9	6
Cc1ccccc1NC(=O)CN(C)S(=O)(=O)c1cccs1	1	10	0	0	4	2	-5	3	1	4
CC(=O)C[C@@H](O)CC(=O)[C@@H]1OC(=O)CC/C=C\Cc2ccccc21	-2	-3	-1	-2	0	1	0	0	1	-1
CCc1c(O)nc(SCC(=O)Nc2ccc(OC)cc2)n(C2CCCCC2)c1=O	10	4	6	3	3	1	-1	12	-6	-4
S=c1[nH]c2ccccc2n1CCOc1ccccc1	-2	-3	-2	-9	0	2	6	15	-4	-3
CCCc1c(C(=O)N/N=C(\C)c2ccccn2)nnn1-c1nonc1N	1	5	3	-2	5	-4	3	-7	4	1
O=C(CSc1nnc(COc2ccccc2)o1)c1ccccc1	-4	0	-1	-4	3	2	5	-2	0	-8
COc1ccc(NC(=O)CCc2nc(-c3ccccc3F)no2)cc1	-4	-3	3	2	1	-2	0	-2	-9	9
Cc1c(C)n(CC(O)CN2CCOCC2)c2ccccc12 (stereo not given)	-6	2	2	14	2	-1	-1	3	8	11
O=C(NCCc1ccccc1)C1COc2ccccc2O1 (stereo not given)	-4	1	-13	-4	7	8	9	4	-6	-6
O=C(NNC(=O)c1ccccc1-n1cccc1)c1ccc(Cl)cc1	0	4	8	-6	6	5	-1	3	-4	-6
COc1ccc(C(C)=O)cc1COC(=O)CCCN1C(=O)c2ccccc2C1=O	-7	-6	-3	1	-11	-1	-3	4	0	4

No new results follow: entries from further up.
Molecule	rCAG RNA binder	MBD2 DNA inh	SIAE primary	mABHD4 FP	NPR2 activator	UHRF1 binding	GC-A act	PRMT1 inh	HTRA1 inh	TCR CD3 inh
COc1cc(-c2noc(C)c2C#CC2(O)CCCCC2)cc(OC)c1OC	-6	2	-4	-7	-13	3	-3	2	-17	3
CCC(c1ccc(OC)cc1)c1cn(C)c2ccccc12 (stereo not given)	-1	-1	0	-1	-1	2	-7	3	nt	nt
Cc1ccc(C(=O)O)cc1NC(=O)c1ccc(Cn2nc(C)c(Cl)c2C)o1	12	-4	9	-1	-3	-4	0	-3	12	9
COCCN(Cc1nc2ccccc2c(=O)[nH]1)C(=O)c1cccc(S(=O)(=O)N2CCCC2)c1	7	-5	11	3	3	-4	-1	1	-8	1

The results go on:
Molecule	rCAG RNA binder	MBD2 DNA inh	SIAE primary	mABHD4 FP	NPR2 activator	UHRF1 binding	GC-A act	PRMT1 inh	HTRA1 inh	TCR CD3 inh
O=S1(=O)C=C(SCc2ccccc2)Nc2ccccc21	3	0	-6	-3	2	0	3	-1	-4	10
O=C(c1ccc2nc[nH]c2c1)N1CCc2ccccc2C1	-5	-6	1	-1	0	0	-1	0	8	-4
Cc1cc(C)nc(NS(=O)(=O)c2ccc(NC(=O)C3COc4ccccc4O3)cc2)n1 (stereo not given)	5	2	0	-1	-1	1	-5	0	nt	-4
Cc1cc(C)c(S(=O)(=O)c2ccc(F)cc2)c(C)c1	-1	-3	-1	-9	-4	0	3	-3	1	1
COC(=O)c1cccc(NC(=O)C2COc3ccccc3O2)c1 (stereo not given)	-6	-4	1	10	-4	6	3	1	-5	-4
CSc1ncccc1C(=O)OCC(=O)Nc1ccc(C)c(S(=O)(=O)N2CCOCC2)c1	23	3	3	1	5	-3	2	-2	-5	0
CC(=O)c1c(C)[nH]c(C(=O)CSc2nnc(C3CCCCC3)n2N)c1C	2	-3	2	-4	16	-2	2	0	1	-2
CC(=O)Nc1c2c(nn1-c1cccc(Cl)c1)CS(=O)C2 (stereo not given)	3	1	-3	4	0	-1	2	1	-2	0
CCCCC[C@@H](C)N1C[C@H](COCc2ccccc2)Oc2cc(N3CCC[C@H]3COC)ccc2S1(=O)=O	5	1	-1	-6	13	2	0	7	nt	3
Cc1nn(Cc2ccccc2Cl)c2sc(C(=O)Nc3nccs3)cc12	7	-2	-11	-10	0	1	8	-1	-31	5
COC(=O)c1oc2c(c1C)C1(CCC2)SCCS1	-3	2	-3	5	2	-1	7	1	5	-1
CCCCOc1ccc(C(C)NC(=O)CCS(=O)(=O)Cc2ccc(C)cc2)cc1 (stereo not given)	0	6	-3	2	5	5	0	-1	4	-1
CCCCCCCCN1C(=O)[C@H](CC(=O)N2CCCCC2)C[C@@]2(C(=O)OC)CC(C)(C)CC=C12	7	-2	-4	-1	1	1	-3	0	nt	-1
O=C(CSc1nc2ccccc2c(=O)[nH]1)N1CCCCCC1	-5	4	2	6	-1	0	5	-3	12	2
CCOC(=O)CSC1=NC(=O)/C(=C\c2ccc(OC(C)=O)cc2)S1	4	-7	1	-8	0	-7	28	9	4	1
COc1ccccc1NC(=O)c1ccc(NC(=O)COC(=O)c2cncc(Br)c2)cc1	7	-4	-11	-18	3	-2	11	-6	-52	-7
CC(C)N1CC=C2C(C#N)=C(N)C(C#N)(C#N)C(c3ccccc3)C2C1 (stereo not given)	-31	-12	8	9	-2	-7	-4	37*	-1	9
COc1ccc(N2CCN(c3cc(C)c4ccc(C)cc4n3)CC2)cc1	-2	6	-8	-7	-2	2	-6	6	7	-14
O=C(NCc1cccc(Cl)c1)c1ccc(-n2cncn2)c2ccoc12	4	1	3	-1	-2	2	0	-3	nt	-4
COc1ccc(N2C(=O)c3[nH]nc(-c4ccccc4)c3C2c2cccc(C(F)(F)F)c2)cc1 (stereo not given)	5	5	-30	-31	-13	5	-13	5	nt	-4
COc1ccc([N+](=O)[O-])cc1NC(=S)NC(=O)C(C)(C)C	-1	-3	-1	3	-6	-3	-2	-2	-13	2
Cc1ccc2c(c1)C1C=CCC1C(C(=O)NCCCN1CCOCC1)N2 (stereo not given)	14	-2	8	9	1	-4	1	3	13	0
CN(Cc1ccc(C(C)(C)C)cc1)C(=O)C1CCN(C(=O)Nc2ccccc2)CC1	-6	5	1	-7	2	1	1	0	-16	-11
COC(=O)c1cc(NCc2cccs2)ccc1N1CCOCC1	-3	2	8	2	-4	3	-3	-1	-2	-1
COc1cccc(-c2nc(CS(=O)(=O)CC(=O)N3CCc4ccccc43)c(C)o2)c1	5	-7	5	1	-5	0	-15	-2	-5	-4
CCNC(=O)C1Cc2ccccc2CN1S(=O)(=O)c1ccc(F)cc1 (stereo not given)	-2	-1	-3	-11	-4	1	-4	-2	1	3
CCOC(=O)N1CCN(C(=O)c2cnn3ccccc23)CC1	0	-1	-4	2	7	-1	3	-3	4	1
CC(=O)c1ccc(N2CCN(C(=O)CCCn3c(=O)[nH]c4ccsc4c3=O)CC2)cc1	0	-1	-1	-2	3	-1	-3	1	4	5
O=[N+]([O-])c1ccc2c(c1)CCO[C@@]21O[C@H](CCO)C[C@H](O)[C@H]1O	0	-1	0	0	4	-2	4	-3	nt	-4
O=C(/C=C/c1cccc([N+](=O)[O-])c1)NCCSCc1ccco1	3	2	9	0	0	-5	-1	0	-2	0
Cn1ccnc1SCC(=O)Nc1cccc(C#N)c1	2	3	3	4	-1	-2	1	3	5	-6
Cc1nc2cc(CO)ccc2n1C	0	1	0	4	3	-3	0	-4	-6	14
CCc1nnc(NC(=O)c2ccc(S(=O)(=O)NCC(C)C)cc2)s1	3	-5	-3	4	-10	1	-1	0	-4	1
Cc1ccc(O)c(N=Nc2ccc(S(=O)(=O)N3CCCC3)cc2)c1	2	-3	1	-3	2	1	2	-5	-1	5
Cc1occc1-c1nnc(SCC(=O)N2CCN(c3ccccc3)CC2)n1C	-5	1	4	-2	-1	-3	-2	2	-1	2
CCOc1ccc(NC(=O)C(Cc2ccccc2)NC(=O)C2CCCCC2)cc1 (stereo not given)	-4	4	5	-3	3	4	3	0	3	0
C/C(=N\NC(=O)CSc1nc2ccccc2s1)c1ccco1	2	4	-3	-5	0	2	3	1	-3	2
O=C(c1cnsn1)N1CCC(CO)(Cc2cccc(F)c2)CC1	-3	-5	-3	2	-1	6	-1	1	-2	10
N=NC(=O)c1ccccc1Nc1c(O)[nH]c2ccccc12	4	-7	-2	-1	-6	-7	-3	-3	2	-2
CC(O)CNCCOc1cccc(Oc2ccccc2)c1 (stereo not given)	-1	1	-2	16	-6	1	2	-4	-3	6
CCOC(=O)C1CCN(Cc2cnc(Oc3ccc(C(C)(C)C)cc3)s2)CC1	-2	3	-2	7	5	1	-3	0	-14	0
Cn1cc(-c2csc(C(O)(c3ccccc3)C(F)(F)F)n2)cn1 (stereo not given)	-1	0	12	-6	5	0	2	-1	nt	4
O=C(CCC(=O)N/N=C/c1cc(Cl)cc(Cl)c1O)NCc1ccccc1	3	6	7	6	-1	-5	3	-2	15	21*
O=C1CC(C(=O)Nc2ccc(F)c(Cl)c2)N=C(N2CCCCC2)N1 (stereo not given)	1	-1	8	-5	-5	0	-2	-1	-2	3
CC(OC(=O)C1COc2ccccc2O1)C(=O)N(C)c1ccccc1 (stereo not given)	-8	2	1	-6	-2	-1	-3	-2	-3	5
COc1ccc(C(=O)N=C2SC3CS(=O)(=O)CC3N2Cc2ccc(F)cc2)cc1 (stereo not given)	0	5	-1	2	-7	19	-3	-4	1	7
O=C(NCCS(=O)(=O)N1CCN(c2ccccc2F)CC1)c1c(F)cccc1F	-5	-7	8	2	-6	-3	3	-1	2	5
COc1ccc(C(=O)NN(C)c2nc(-c3ccccc3)nnc2C(F)(F)F)cc1	-1	-1	6	7	8	0	1	-2	-4	-1

Screening results as filed in PubChem BioAssay.

These rows are one share of the data; rates above refer to the full screens.
